# dFosB activator: activators of delta FosB homodimer, primary screen, biochemical, fluorescence polarization, TAMRA-CDK5 oligo, single point | actives 0.99% (n = 340,000) | activation, % at 25 µM | AID 493131, 2011 | Protein FosB (Mus musculus), P13346 | purified delta FosB; percent of positive-control signal above neutral wells;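 active means mean activation above about 17%, with every replicate also reaching it, limit read from the data, passing the limit was not always enough; inconclusive means only one of the two conditions met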;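 further: fluorescence polarization rise as delta FosB binds a TAMRA Cdk5 AP-1 oligo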
# SR-BI HDL uptake: inhibitors of SR-BI mediated HDL lipid uptake, primary screen, ldlA[mSR-BI] cells, fluorescence, single point; ldlA[mSR-BI] CHO cells, DiI-HDL uptake fluorescence, 3 h; inhibition, % at 12.5 µM; actives 0.96% (n = 320,000); AID 488896, 2010;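 active means mean replicate inhibition of at least 70% and a set share of replicates each scoring 70 or more; inconclusive means meets just one of the two criteria; inactive means fails both criteria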;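 further: 0% = median of neutral control wells and 100% = median of positive control wells; values of inactives mirror those of a sister screen read the other way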
# Wnt act: Wnt/beta-catenin pathway activators, primary screen, cell-based, plate reader, single point | AID 743398, 2014 | actives 1.2% (n = 300,000) | activation, % at 9.35 µM | Wnt/beta-catenin reporter cell assay, activator; in the data active means activation above about 30%, passing the limit was not always enough; inconclusive means no clear call, values can overlap the other calls;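 further: 0% = neutral control wells and 100% = positive control wells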
# Rtt109 HAT inh: inhibitors of C. albicans Rtt109/Vps75 HAT, primary screen, biochemical, ThioGlo CoA-SH fluorescence, plate reader | Histone acetyltransferase RTT109 (Candida albicans (strain SC5314 / ATCC MYA-2876)), … | purified Rtt109/Vps75, 4 h | inhibition, % at 34.9 µM | actives 0.16% (n = 330,000) | AID 540336, 2011;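 active means inhibition of at least 50% in every replicate; inconclusive means best replicate reaches 50% inhibition but some replicates fall short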
# Target sequence (Q5AAJ8 whole entry, looked up): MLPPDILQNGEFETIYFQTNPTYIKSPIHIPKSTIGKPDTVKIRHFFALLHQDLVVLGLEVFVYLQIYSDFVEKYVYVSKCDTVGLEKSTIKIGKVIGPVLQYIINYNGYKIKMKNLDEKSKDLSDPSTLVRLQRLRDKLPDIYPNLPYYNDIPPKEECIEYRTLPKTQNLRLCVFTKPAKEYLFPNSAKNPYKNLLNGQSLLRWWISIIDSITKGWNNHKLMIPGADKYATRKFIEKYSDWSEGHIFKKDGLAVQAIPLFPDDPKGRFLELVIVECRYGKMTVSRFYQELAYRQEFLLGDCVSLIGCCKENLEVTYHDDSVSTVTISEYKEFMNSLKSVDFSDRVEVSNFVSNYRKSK
# SR-BI uptake up: activators of SR-BI mediated DiI-HDL uptake, primary screen, ldlA[mSR-BI] CHO cells, DiI fluorescence; 3 h; 100 = double the neutral-control signal; activation, % at 12.5 µM; actives 0.096% (n = 320,000); AID 504775, 2011;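 active means mean replicate activation of at least 60% and every replicate at or above 60%; inconclusive means mean or all-replicate condition met, but not both; inactive means mean below 60% and not all replicates reaching 60%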;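 further: 0% = median plate neutral-control signal and 100% = twice that signal; values of inactives mirror those of a sister screen read the other way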
#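 Test system: SR-BI-overexpressing, LDLR-lacking CHO cells; Medium: Ham's F12 with 0.5% BSA, HEPES 25 mM, pH 7.4; Schedule: 3 h, 37 °C; Technique: bottom-read fluorescence, 550/595 nm.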
# PvdQ inh: P. aeruginosa PvdQ acylase inhibitors, primary screen, biochemical, fluorescence, plate reader and imaging, single point | PvdQ acylase [Pseudomonas aeruginosa LESB58] | purified PvdQ acylase | inhibition, % at 10 µM | actives 0.063% (n = 340,000) | AID 488965, 2010; in the data active means inhibition above about 30%, passing the limit was not always enough; inconclusive means no clear call, values can overlap the other calls;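 further: 0% = vehicle neutral wells and 100% = reference inhibitor wells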
# MITF TRPM1 HTS: activators of MITF-driven TRPM1 promoter reporter, primary screen, cell-based, SK-MEL-5, luciferase, single point | SK-MEL-5 TRPM1-promoter luciferase, 24 h; % of positive control, neutral wells = 0 | activation, % at 12.5 µM | actives 0.75% (n = 300,000);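 active means mean activation of at least 80% with every replicate also reaching 80%; inconclusive means mean reaches 80% but some replicate falls short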;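 further: 0% = neutral control wells and 100% = parthenolide positive control wells; values of inactives mirror those of a sister screen read the other way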
# RTF Ca sens act: cardiac RTF calcium sensitivity activators, primary screen, biochemical, IANBD-TnC fluorescence, EC20 calcium | activation, % at 7.2 µM | actives 0.24% (n = 340,000) | Troponin I, cardiac muscle (Homo sapiens) + Troponin T, cardiac muscle (Homo sapiens) + … | IANBD-labeled TnC RTF fluorescence at EC20 calcium; 0% EC20 calcium, 100% full calcium | AID 493008, 2010;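 active means activation above the mean over all tested compounds plus 3 SD, cut at about 30% in these data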;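 further: rise in fluorescence read as greater calcium sensitivity of cardiac thin filaments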
# HTR5A ag: HTR5A agonists in luminescence cell assay, primary screen, counter-screen for OPRM1-OPRD1 heterodimer agonist project, full-deck HTS; 5-hydroxytryptamine receptor 5A (Homo sapiens), P47898; cell-based; activation, % at 9.3 µM; actives 0.61% (n = 340,000); in the data active means activation mostly above about 9.5%, no sharp cut-off; inactive means mostly below about 7.6%;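 further: 0% = cells with vehicle only and 100% = reference agonist; strong numbers were not always called active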
# CDK5 inh: inhibitors of human CDK5/p35 kinase, primary screen, biochemical, single concentration; AID 488839, 2010; inhibition, % at 10 µM; actives 0.01% (n = 330,000); Cyclin-dependent kinase 5 (Homo sapiens) + Cyclin-dependent kinase 5 activator 1 (Homo …; Recombinant CDK5/p35, ADP-Glo luminescence, 60 min;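 active means highest replicate inhibition of at least 50% and at least 75% of replicates reaching 50%; inconclusive means only one of the two criteria met; inactive means both criteria failed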;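 further: plate controls were DMSO neutral control for no effect and GW8510 at 10 µM for full effect; many of its hits are not listed in these tables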
# Target sequence (Q00535 whole entry, looked up): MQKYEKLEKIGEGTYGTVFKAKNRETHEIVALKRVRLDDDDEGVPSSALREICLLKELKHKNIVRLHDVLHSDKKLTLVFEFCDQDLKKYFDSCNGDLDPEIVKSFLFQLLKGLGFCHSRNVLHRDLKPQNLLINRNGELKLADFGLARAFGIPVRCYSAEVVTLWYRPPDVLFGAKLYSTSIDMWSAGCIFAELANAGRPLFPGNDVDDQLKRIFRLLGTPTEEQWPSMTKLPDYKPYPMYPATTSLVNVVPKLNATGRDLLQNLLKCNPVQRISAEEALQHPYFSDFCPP
# Target sequence (Q15078 whole entry, looked up): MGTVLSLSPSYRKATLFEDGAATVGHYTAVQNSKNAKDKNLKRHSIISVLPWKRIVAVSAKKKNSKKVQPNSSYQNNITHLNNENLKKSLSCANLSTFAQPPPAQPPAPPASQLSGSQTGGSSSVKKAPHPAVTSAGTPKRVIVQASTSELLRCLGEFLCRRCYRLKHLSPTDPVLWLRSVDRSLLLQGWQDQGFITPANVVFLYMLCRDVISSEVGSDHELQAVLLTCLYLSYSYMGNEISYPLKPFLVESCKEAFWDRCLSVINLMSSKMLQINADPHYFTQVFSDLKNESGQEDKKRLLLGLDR
# * hit, by the source's call; ? = inconclusive; . = not tested or not shown; & = joins results of further samples.
Structure	dFosB activator	SR-BI HDL uptake	Wnt act	Rtt109 HAT inh	SR-BI uptake up	PvdQ inh	MITF TRPM1 HTS	RTF Ca sens act	HTR5A ag	CDK5 inh
CC1CCCCN1C(=O)CSCC(=O)Nc1nc(-c2cccs2)cs1 (configuration not stated)	-16	4	5	3	-4	-11	19	2	-1	0.1
Cc1cc(-c2nnc(SCC(=O)N3C(C)CCCC3C)o2)no1 (configuration not stated)	0	-26	24	8	26	-13	16	10	8	3.0
Cn1nc(C(F)(F)F)c2cc(C(=O)Nc3ccc(F)cc3)sc21	-23	76*	-4	0	-76	-9	-10	4	4	0.7
CC(C)CNC(=O)NC(=O)COC(=O)c1cccc(NS(=O)(=O)c2ccc(F)c(F)c2)c1	-13	-14	.	-2	14	-6	-1	8	2	0.3
CC1CCCN(S(=O)(=O)c2ccc(C(=O)Nc3nnc(-c4ccccn4)o3)cc2)C1 (configuration not stated)	-7	13	-4	19	-13	5	6	-8	-2	-0.5
CCCCn1c(=O)[nH]c(=O)c2c1nc(-c1ccc(-c3ccccc3Br)o1)n2CCOC	-12	10	.	-4	-10	1	-8	-6	-2	0.5
Cc1cc(C)n(/N=C/c2cc([N+](=O)[O-])ccc2O)c(=O)c1	0	-2	0	-21	2	-14	10	3	-4	0.4
CC/C(=N\NC(=O)c1ccc(N(C)C)cc1)c1ccccc1	-10	0	1	3	0	-8	24	6	0	1.6
Cc1ccc(C(=O)Nc2cccnc2)cc1[N+](=O)[O-]	0	-25	0	-1	25	-9	3	3	-6	0.9
O=C(NCc1ccco1)c1ccc(-c2ccccc2Cl)o1	-10	-18	9	31	18	6	29	6	2	1.2
Cc1ccc(Nc2cc(C)nc3ncnn23)c(C)c1	-2	-5	0	2	5	-22	-13	-3	-1	1.7
CC(C)=C1C2C=CC1C1C(=O)N(c3ccc4c(c3)OCO4)C(=O)C21 (configuration not stated)	-1	8	.	-7	-8	-6	4	-7	-1	0.5
CC(C)c1ccc(N2C(=NC(=O)C3CCCO3)SC3CS(=O)(=O)CC32)cc1 (configuration not stated)	-9	5	-1	-1	-5	-10	4	3	0	-0.6
COc1ccc(S(=O)(=O)N(C)CC(=O)NCc2ccco2)cc1OC	-9	.	1	14	.	3	-2	6	8	0.5
CCOc1ccccc1NC(=O)COC(=O)C1CCC(=O)N1 (configuration not stated)	-3	-8	-2	-4	8	-8	8	4	5	-0.7
O=C(Cc1ccc(F)cc1)OCN1C(=O)c2ccccc2C1=O	-3	-4	-1	-4	4	-17	-1	0	4	0.3
O=C(COc1ccccc1[N+](=O)[O-])NNC(=O)Nc1cccc2ccccc12	?	21	-2	-2	-21	-12	-2	3	5	-1.4
O=C(CCNS(=O)(=O)c1ccc(Br)cc1)NCc1ccc2c(c1)OCO2	-1	-21	.	0	21	-6	1	-5	1	-1.4
COc1cccc(CN2CCN(Cc3cccc4c3OCO4)CC2CCO)c1 (configuration not stated)	-2	-4	-1	-3	4	-12	3	7	-4	0.5
CCn1c(CCn2ccnc2C)n[nH]c1=S	0	-6	.	-2	6	9	5	-7	-4	3.3
C[C@@H]1CN([C@H](C)CO)C(=O)c2cccc(NC(=O)c3ccncc3)c2O[C@@H]1CN(C)Cc1ccc(C(=O)O)cc1	-5	-33	-3	-6	33	2	-4	8	1	-2.4
CC1(C)CCC(=O)N2CC[C@H]3c4cc5ccccc5nc4C[C@@H]1[C@H]32	-2	1	-1	-3	-1	-2	1	-4	2	-1.3
O=[N+]([O-])c1ccccc1N=NNc1ccccc1	11	.	14	-5	.	-2	41	8	-1	1.0
COc1ccc(CNC(=O)CC2C[C@H](C(=O)N3CCOCC3)[C@@]3(CCC4CCCC4)c4[nH]c5ccccc5c4CCN3C2=O)cc1OC (some centres not stated)	-3	2	-1	3	-2	-3	-10	-5	1	-0.1
CC1(C)CC(NC(=O)Cc2ccccc2[N+](=O)[O-])CC(C)(C)N1	-2	-1	.	1	1	-8	-4	5	-6	-3.1
COc1ccccc1NC(=O)Nc1ccnn1C1CCN(C(=O)c2cscn2)CC1	-12	3	8	-7	-3	-10	13	10	-4	0.8
CC(=O)O[C@]1(C(C)=O)CC[C@H]2[C@@H]3C[C@H](C)C4=CC(=O)CC[C@]4(C)[C@H]3CC[C@@]21C	-3&-11	-4&-10	-7&1	10&5	23&10	-5&-5	-2&12	0&-3	2&-5	0.0&-1.8
COc1ccc(C(=O)NCCc2c[nH]c3ccccc23)cc1	-2	21	9	-3	-21	-9	.	4	-2	0.4
O=C(CNC(=O)Cc1ccc(Cl)cc1)NCc1ccco1	-4	8	-1	0	-8	-12	-1	6	1	1.3
Cc1cc(NS(=O)(=O)c2ccc(NC(=O)/C=C/c3ccccc3Cl)cc2)no1	-25	8	0	5	-8	-10	1	4	1	-1.4
Cc1nc2nc(C)c(NS(=O)(=O)c3ccc4c(c3)CCCC4)c(=O)n2[nH]1	-17	.	-2	0	.	7	-38	5	1	1.1
Cc1ccc(NNC(=O)Nc2ccc(Cl)cc2)nn1	-3	-2	2	5	2	-7	.	.	.	0.0
NS(=O)(=O)c1ccc(CCNC(=O)COC(=O)CCc2c[nH]c3ccccc23)cc1	-2	19	-8	-4	-19	6	1	-2	-2	-1.7
O=S(=O)(NCc1c(Cl)cccc1Oc1ccccc1)c1ccc(F)cc1	-8	-3	0	-4	3	-6	1	-1	-1	0.0
Cc1ccc(-c2cc(C(=O)N/N=C/c3ccco3)n[nH]2)s1	6	-17	.	7	17	18	18	5	-3	-0.3
CCN(CC)C(=O)Cn1cc(C(=O)C(=O)N2CCN(c3ccccc3)CC2)c2ccccc21	-2	8	-1	5	-8	-9	-7	4	2	.
CCOc1ccc(C2C(C#N)=C(N)Oc3nc[nH]c(=O)c32)cc1 (configuration not stated)	-2	-33	1	3	33	12	-4	5	-4	1.9
CC(C)=CCN1CCN(Cc2cccc3nccnc23)CC1CCO (configuration not stated)	0	.	0	3	.	-22	-4	-6	6	-4.6
Cc1sc2ncn(CCC(=O)O)c(=O)c2c1C	-1	-18	.	6	18	-8	-3	-1	7	1.5
COC(=O)c1c(NC(=O)/C=C/c2ccco2)sc2c1CCC2	-4	7	.	-13	-7	13	0	1	5	1.8
CCc1ccccc1NC(=O)NC1CCCCC1	13	-3	.	-2	3	3	-7	-3	4	0.1
Cc1ccc2nc(NC(=O)c3ccc4ncsc4c3)sc2c1	22*	17	22	3	-17	-9	67	-1	2	0.1
CC(C)c1ccc(C(=O)N2CCN(c3cnn(C)c(=O)c3Cl)CC2)cc1	-2	15	-1	2	-15	-7	0	-1	-1	1.4
CC(C)C(NC(=O)c1ccc(Cl)cc1)C(=O)NC1=NCCS1 (configuration not stated)	-3	-44	-7	-2	44	7	.	-5	-2	-1.1
COc1ccc(-n2c(=S)[nH]c3cc(C(=O)N4CCN(c5ccccc5)CC4)ccc3c2=O)c(OC)c1	2	-7	-3	1	7	-13	1	-3	4	-1.7
CCc1ccc(/C=C/C(=O)C2C(=O)c3ccccc3C2=O)cc1	-10	-10	-9	11	10	-16	16	12	2	-2.7
COc1ccc(C(CC(=O)c2ccc(O)cc2)S(=O)(=O)c2ccc(C)cc2)cc1 (configuration not stated)	-15	-28	20	-13	28	-7	86*	-3	-1	2.4
Cc1cccc(Oc2nc3ccccn3c(=O)c2/C=C(\C#N)C(=O)NC2CCS(=O)(=O)C2)c1 (configuration not stated)	-9	0	-1	-4	0	0	-6	-4	1	-0.8
COc1ccc2cc3c(N)nn(C(=O)c4ccc(Cl)c([N+](=O)[O-])c4)c3nc2c1	-3	-7	-4	0	7	-14	-4	-14	-5	2.1
COC(=O)c1c(C)nsc1NC(=O)Oc1ccccc1	-5	-4	1	1	4	-7	10	1	-2	-0.9

# (list continues)
Structure	dFosB activator	SR-BI HDL uptake	Wnt act	Rtt109 HAT inh	SR-BI uptake up	PvdQ inh	MITF TRPM1 HTS	RTF Ca sens act	HTR5A ag	CDK5 inh
N#Cc1c(N2CCOCC2)nc(-c2ccco2)c2c1CCCC2	-7	14	-1	-7	-14	-4	4	1	1	0.3
CCN(CC)Cc1c(O)ccc2c(=O)c(-c3ccccc3OC)coc12	-15	-36	-1	-6	36	-11	.	6	-4	1.4
CCOC(=O)C(C)Oc1cccc2c(=O)n(CC(=O)Nc3ccc(OCC)cc3)ccc12 (configuration not stated)	-1	9	1	11	-8	6	-14	1	2	3.1
Clc1ccccc1Nc1ncnc2c1nnn2Cc1ccccc1	-1	11	0	-7	-11	7	13	-3	-1	-0.6
O=C(/C=C/c1ccc(OCCCF)cc1)NCc1ccc(Cl)c(Cl)c1	-3	-12	-3	2	12	-10	11	-6	7	0.1
Cc1cccc(N(C(=O)c2csnn2)C(C(=O)NCc2ccccc2)c2ccc(C)o2)c1 (configuration not stated)	-9	.	0	-3	.	-14	-2	-3	0	0.1
Cc1ccc(-n2nc3c(=O)n(CCCC(=O)NCc4cccc(F)c4)nc(C)c3c2C)cc1	-7	39	-2	-3	-39	-14	-19	-2	0	-7.6
Cc1nc2ccc(C(=O)N/N=C/c3cc([N+](=O)[O-])ccc3O)cc2[nH]1	9	106*	-15	-6	-106	-11	-3	-17	1	-6.0
CCc1cc(=O)oc2c(C)c(OC(C)C(=O)NCC3CCC(C(=O)O)CC3)ccc12 (configuration not stated)	1	-22	-2	1	22	-12	-5	1	0	-1.5
Cc1cc(C2C(C#N)=C(N)OC3=C2C(=O)CCC3)c(C)s1 (configuration not stated)	-2	-1	-10	7	1	3	-4	-4	2	0.9
O=C(NN1C(=O)c2ccccc2NC1c1ccc([N+](=O)[O-])o1)c1ccc(Br)cc1 (configuration not stated)	-2	-14	3	-3	14	-1	-3	-3	-3	-5.7
COc1ccc(-c2ccc(CCC(=O)O)n2Cc2ccco2)cc1	-16	-1	0	-12	1	-2	5	-1	-1	-1.9
CC(C)(C)OC(=O)N1CCC[C@H]1c1nnc(SCc2cccc(Cl)c2)o1	-5	10	-2	-10	-10	-14	-3	-1	-1	-0.3
Cc1ccc(OCC(=O)NNC(=O)c2ccco2)c(C)c1	-3	-21	3	-4	21	4	14	-4	1	1.0
CCc1nnc(NC(=O)CSc2nnc3nc(C)cc(C)n23)s1	-4	-11	-1	2	11	-11	-2	2	0	-1.4

# Screening data as filed in PubChem.

# Rows were taken by chance, and some 4.4% of all compounds hit somewhere here.
